RMI-FANCM inh = disruptors of RMI1/RMI2 association with MM2 peptide – biochemical, fluorescence polarization, human, primary screen; RMI core complex (RMI1/RMI2) binding to FANCM MM2 peptide, human; RMI core complex with F-MM2 peptide; active compounds read low; FP signal (polarization) at 33 µM; 0.58% of 70,000 active; in the data active = FP signal below about 40; note: inactives centre near 61; strong numbers were not always called active; unit not given here
Active calls of the source: *; & = joins results of further samples. Only part of the results is shown (hit frequency here may not be typical).

SMILES	RMI-FANCM inh
COc1ccc(-c2csc(CN3CCN(C(=O)c4ccco4)CC3)n2)cc1	62
O=C(COc1ccc(Cl)cc1)NCc1n[nH]c(=S)n1-c1ccc([N+](=O)[O-])cc1	62
CN1C(=O)C(C)(C)COc2ccc(NC(=O)c3cccs3)cc21	69
Cc1cc(C(C)(C)C)cc(C(C)(C)C)c1N	63
COc1ccccc1NC(=O)Cc1csc2nc(-c3ccc(F)cc3)cn12	61
COc1ccc(Cl)cc1NC(=O)Cn1nc2n(c(=O)c1=O)CCN2c1ccc(F)cc1	57
COc1coc(C(=O)Nc2ccc(Oc3ccccc3)cc2)cc1=O	63
CCOc1ccc(S(=O)(=O)NCC2CCCO2)c2ccccc12 (stereo not drawn)	59
CCOc1coc(C(=O)NCc2ccccc2Cl)cc1=O	64
Cc1nc(C)c(C(=O)NCCCn2nc(-c3ccncc3)ccc2=O)s1	68
CN(Cc1ccccc1)C(=O)COc1ccc(C(C)(C)C)cc1	61
CCOC(=O)c1csc(-c2cccs2)n1	45
COc1cc(-c2noc(-c3cn[nH]c3-c3ccccc3)n2)ccc1OC(C)C	86
CCOC(=O)N1CCN(S(=O)(=O)c2ccc(C(=O)N(CCN(C)C)c3nc4c(C)cccc4s3)cc2)CC1	78
CCOC(=O)c1ccc(-n2nc(C)cc2C)cc1	54
Cc1c(C)n2c(SCc3ccc(Cl)c(Cl)c3)nnc2[nH]c1=O	57
CCn1c(-c2ccccc2)cs/c1=N\NC(=O)c1ccncc1	64
O=C(NCCc1ccc(N2CCCC2)cc1)c1ccccc1Cl	70
Cc1cc(C)nc(NS(=O)(=O)c2ccc(NC(=O)Nc3ccc(Cl)cc3Cl)cc2)n1	58
COc1cccc(-n2c(=S)sc3c(=O)[nH]c(SCC(=O)N4CCCCC4)nc32)c1	62

Reprinted at random: four entries already listed.
SMILES	RMI-FANCM inh
Cc1c(C)n2c(SCc3ccc(Cl)c(Cl)c3)nnc2[nH]c1=O	57
CCOC(=O)N1CCN(S(=O)(=O)c2ccc(C(=O)N(CCN(C)C)c3nc4c(C)cccc4s3)cc2)CC1	78
COc1ccccc1NC(=O)Cc1csc2nc(-c3ccc(F)cc3)cn12	61
COc1cc(-c2noc(-c3cn[nH]c3-c3ccccc3)n2)ccc1OC(C)C	86

More results follow:
SMILES	RMI-FANCM inh
CC(=O)c1cccc(NC(=O)c2ccc(S(C)(=O)=O)cc2)c1	53
Cc1ccc(NC(=O)C(=O)NCC(c2ccc3c(c2)CCCN3C)N2CCN(C)CC2)cc1Cl (stereo not drawn)	69&68
O=C(O)/C=C/C(O)c1ccc(Cl)cc1 (stereo not drawn)	55
S=C(Nc1ccc(Cl)c(Cl)c1)NC1CCCC1	58&53
Cc1cc(C)nc(NS(=O)(=O)c2ccc(NC(=O)c3c(F)cccc3Cl)cc2)n1	60
COc1ccc(C(=O)Oc2ccc3cc(-c4nc5ccccc5n4C)c(=O)oc3c2)cc1	89
O=C(Cn1c(C2CC2)nc2c(cnn2-c2ccccc2)c1=O)NC1CCCCC1	90
CC(=O)N1CCN(S(=O)(=O)c2ccc(C(=O)Nc3nnc(C)s3)cc2)CC1	61
O=c1c(=O)n2c(nn1C/C=C/c1ccccc1)N(c1ccccc1)CC2	56
COc1ccc(C(O)(c2ccccc2)C2CC2)cc1 (stereo not drawn)	56
O=C(Nc1ccccc1Cl)C1CCCN(c2ccc(-c3ccco3)nn2)C1 (stereo not drawn)	62
NC(=Nc1cccc(Cl)c1)SCc1ccc(/C=C/c2c(F)cccc2Cl)cc1	60
C#CCCCCCCCCCCCC(O)CC(O)CO (stereo not drawn)	63
Cc1ccc(N2CC(c3nc4ccccc4n3CC(=O)N(c3ccccc3)C(C)C)CC2=O)c(C)c1 (stereo not drawn)	58
O=C(CSc1nc2c(sc3ccccc32)c(=O)n1Cc1ccco1)NCC1CCCO1 (stereo not drawn)	62
COc1ccc(C(=O)CN2CCN(CCN3C(=O)c4cccc5cccc(c45)C3=O)CC2)cc1	25*
O=C(Nc1nc(-c2ccc(F)cc2)cs1)c1ccc(F)cc1	72
N/C(=N/O)C1CSc2ccccc2C1=O (stereo not drawn)	61
Cc1ccccc1Oc1ccc(S(=O)(=O)NCc2ccccn2)cc1	59
O=C(CSc1nnc(CSc2nc3ccccc3s2)n1-c1ccccc1)NCc1ccccc1	58
Cc1cn2c3c(=O)n(CC(=O)c4ccc(F)cc4)c(=O)n(C)c3nc2n1Cc1ccco1	54
COc1cc2sc(=NC(=O)c3ccc(S(=O)(=O)N4CC(C)OC(C)C4)cc3)n(C)c2cc1OC (stereo not drawn)	95
Cc1onc(-c2ccccc2)c1C(=O)Nc1ccc2n[nH]nc2c1	52
C#CCn1c(=NC(=O)c2cccc(N3C(=O)CCC3=O)c2)sc2cccc(OCC)c21	60
CC(=O)N1CCCc2cc(NC(=O)c3cccc([N+](=O)[O-])c3C)ccc21	52
Cc1nn2c(=O)[nH]c(SCC(=O)NCc3ccc(F)cc3)nc2c1-c1ccccc1	53
CCOc1ccc(S(=O)(=O)NCCc2ccc(N(C)C)cc2)cc1C	74
COc1cc(C)c(S(=O)(=O)Nc2ccc(Nc3ccc(-n4nc(C)c(C)c4C)nn3)cc2)cc1C	65
COc1ccccc1C(=O)NCC(c1ccc(N(C)C)cc1)N1CCN(c2ccc(F)cc2)CC1 (stereo not drawn)	54
COc1ccc(CCN=C(N)NS(=O)(=O)c2cccs2)cc1	56
COc1ccc(N2CCCS2(=O)=O)cc1NC(=O)C(=O)NCCCc1ccccc1	61
COC(=O)c1ccccc1NC1=CC(=NS(=O)(=O)c2ccc(F)cc2)c2ccccc2C1=O	57
CCOc1cc(-c2nnc(NC(=O)c3ccc4c(c3)CCCC4)o2)cc(OCC)c1OCC	56
COCCN1CCC(CNS(=O)(=O)c2cc(Cl)ccc2Cl)CC1	69
CS(=O)(=O)c1ccc2nc(N(Cc3ccccc3)C(=O)c3ccc4ccccc4c3)sc2c1	68
CCn1c(=NC(=O)CSCC(=O)NC2CCCCC2)sc2cc(C(=O)OC)ccc21	60
COc1ccc(S(=O)(=O)CC(=O)Nc2cccc3ccccc23)cc1	64
Cc1cc(NC(=O)C2CCN(S(=O)(=O)c3ccc(Cl)s3)CC2)n(C(C)C)n1	69
COc1ccc(N(Cc2ccccc2)C(=O)c2ccc(Cl)cc2)cc1	63
COC(=O)CSc1nc(-c2cccs2)cc(C(F)(F)F)n1	56

Some of these compounds in order of molar mass, smallest number first.
SMILES	RMI-FANCM inh
Cc1onc(-c2ccccc2)c1C(=O)Nc1ccc2n[nH]nc2c1	52
CCOc1ccc(S(=O)(=O)NCCc2ccc(N(C)C)cc2)cc1C	74
C#CCn1c(=NC(=O)c2cccc(N3C(=O)CCC3=O)c2)sc2cccc(OCC)c21	60

Next compounds.
SMILES	RMI-FANCM inh
Fc1ccccc1CSc1nccn2nc(-c3cccc4ccccc34)cc12	86
CCCc1oc2ccc(NS(=O)(=O)c3ccc(Br)cc3)cc2c1C(=O)OCC	65
CC(=O)c1cccc(NC(=O)Cn2nc(-c3cccs3)c3sc(N4CCCC4)nc3c2=O)c1	71
O=C(CC1CCCCN1S(=O)(=O)c1ccccc1)Nc1ccc(F)cc1 (stereo not drawn)	65
Nc1cc(C(Cl)=C(Cl)Cl)c(S(N)(=O)=O)cc1S(N)(=O)=O	65
CCCCOc1ccccc1-c1cc2c(SCC(=O)Nc3ccc(NC(C)=O)cc3)nccn2n1	70
CN(C)CCCN(C(=O)C1CCCCC1)c1nc2c(Cl)cccc2s1	92
OC(COc1ccc(Br)cc1Br)CN1CCN(c2ccccc2F)CC1 (stereo not drawn)	71
Cn1nc(C(=O)Nc2ccccc2C(N)=O)ccc1=O	62
COc1ccc2sc(NCCCN3CCOCC3)nc2c1	69
O=C(c1ccco1)N1CCN(c2ccc3nnc(-c4ccco4)n3n2)CC1	62
O=C(NCc1nnc(SCc2ccc(Br)cc2)n1-c1ccccc1)c1cccs1	61
COc1ccc(NC(=O)CCc2csc(NC(=O)c3ccc[nH]c3=O)n2)c(OC)c1	60
Cc1cc(OCC(=O)Nc2ccccc2C(=O)O)ccc1C(C)C	64
O=C(Oc1ccccc1N1CCCCC1)C1CCN(c2nccc(C(F)(F)F)n2)CC1	54
Nc1c(C(=O)NCc2ccc3c(c2)OCO3)sc(=S)n1-c1ccccc1F	62
Nc1cccc(F)c1CNCC(O)COc1ccc(Cl)c(Cl)c1 (stereo not drawn)	64&54
COc1ccc(SCC(=O)Nc2nnc(-c3ccc4c(c3)OCCO4)o2)cc1	52
COc1ccc(-c2nc(SCC(=O)NC3CCCC3)c3c(=O)n(C)c(=O)n(C)c3n2)cc1OC	72
CCc1c(C)nc(SCC(=O)Nc2cc(C(F)(F)F)ccc2Cl)[nH]c1=O	62

Laid out differently: entries from further up.
CCOc1coc(C(=O)NCc2ccccc2Cl)cc1=O
  RMI-FANCM inh = 64
Cc1nc(C)c(C(=O)NCCCn2nc(-c3ccncc3)ccc2=O)s1
  RMI-FANCM inh = 68
CN(Cc1ccccc1)C(=O)COc1ccc(C(C)(C)C)cc1
  RMI-FANCM inh = 61
CCOC(=O)c1csc(-c2cccs2)n1
  RMI-FANCM inh = 45

Further structures
SMILES	RMI-FANCM inh
CCOC(=O)C(=CNc1cc(C(F)(F)F)ccc1Cl)C(=O)OCC	48
COc1cc(C)c(Br)cc1S(=O)(=O)NCCC1=CCCCC1	67
N#CCc1n[nH]c(=S)n1-c1ccc(Cl)c(Cl)c1	39
COc1ccccc1/C=C/C(=O)Nc1ccc(OC(C)C)cc1	79
Cn1c(NC(=O)c2ccccc2I)cc(=O)n(C)c1=O	58
O=C(COc1ccccc1)Nc1ccc2scnc2c1	55
CC(=O)c1cc(F)c(Cl)cc1Cl	54
CCn1nccc1C(=O)Nc1nc2c(s1)Cc1ccccc1-2	67
Cn1nc2c(c1NC(=O)/C=C/c1cccs1)CCC2	37*
CN(C)c1ccc(CCCNC(=O)C(=O)Nc2cccc(C(F)(F)F)c2)cc1	73
CSc1cccc2sc(N3CCN(C(=O)C(C)Oc4ccccc4)CC3)nc12 (stereo not drawn)	64
Cc1ccc(NC(=O)c2ccc3nnc(SCC(=O)Nc4ccc(Br)cc4)n3c2)cc1	67
CCN(CC)S(=O)(=O)c1ccc(C(=O)Nc2nnc(C34CC5CC(CC(C5)C3)C4)s2)cc1	56
CN(C)S(=O)(=O)c1ccc(C(=O)Nc2cccc(-c3nc4ccccc4s3)c2)cc1	95
COc1ccc(CNC(=O)c2sc(=S)n(Cc3ccccc3)c2N)cc1	71
Nc1nc(NS(=O)(=O)c2cc(C(F)(F)F)cc(C(F)(F)F)c2)cc(-c2ccc(F)cc2)n1	51
CCN(c1nc(N)c(C(=O)N=C(N)N)nc1Cl)C(C)C	64
O=[N+]([O-])CS(=O)(=O)c1cccc(Cl)c1	55
CN(Cc1ccccc1)C(=O)C(=O)c1cn(CC(=O)N2CCCC2)c2ccccc12	68
Cn1cc(/C=C2\SC(=S)N(N3CCOCC3)C2=O)c2ccccc21	78
COC(=O)c1c(C)[nH]c(C)c1-c1ccn[nH]1	63
Cc1ccc(CCC(=O)NNC(=O)CCc2ccc(C)o2)o1	57
COc1ccc(CC(=O)Nc2ccc3c(c2)CN(C(C)=O)CC3)cc1	113
O=C(NCCC1=CCCCC1)C(=O)Nc1ccc2c(c1)OCO2	52
CC(=O)Nc1ccc(SCC(=O)Nc2ccc(C(F)(F)F)cc2)nn1	73
COc1cc(NC(=O)c2scc(-c3ccc(F)cc3)c2-n2cccc2)cc(OC)c1OC	61
CN(C)CCCN(C(=O)CCOc1ccccc1)c1nc2cc3c(cc2s1)OCO3	120
C=CCn1c(SCc2csc(C)n2)nc2scc(-c3ccc(Cl)cc3)c2c1=O	74
Cc1cc(C)n(CCN(C(=O)C2CC2)c2nc3c(C)cc(Cl)cc3s2)n1	70
COC(=O)c1ccc(NC(=O)CCCn2nc(-c3ccc(Cl)cc3)ccc2=O)cc1	84
COc1ccc(C(=O)Nc2nnc(-c3ccc(C)cc3C)o2)cc1	60
Cc1cc(C(=O)Nc2ccc3c(c2)OCCO3)on1	75
CCc1nnc(NC(=O)CCN2C(=O)/C(=C\c3ccco3)SC2=S)s1	65
CCn1nccc1C(=O)Nc1ccc(N=Nc2ccccc2)cc1	62
COc1ccc(Cl)cc1-n1c(N)c(C(=O)N2CCOCC2)sc1=S	63
CC(=O)N[C@@H]1[C@@H](C(O)[C@H](O)CO)O[C@](O)(C(=O)O)C[C@@H]1O (stereo partly drawn)	56
O=C(CCCS(=O)(=O)c1ccc(F)cc1)Nc1cccc(Cl)c1Cl	87
CNCCC(Oc1ccccc1OC)c1ccccc1 (stereo not drawn)	63&65
CC(C)S(=O)(=O)Nc1ccc2c(c1)CN(C(=O)c1cccs1)CC2	68
O=c1[nH]c2ccccc2nc1/C=C/c1ccc(Br)cc1	86
CCOC(=O)CSc1nnc(-c2ccccc2)n1-c1ccccc1	58
Cn1c(=O)n(CC(=O)NCc2ccco2)c(=O)c2c(N3CCN(C(=O)C4CC4)CC3)ccnc21	58
COc1ccc(-n2nnnc2CNC(=O)c2c(-c3ccccc3Cl)noc2C)cc1	55
CCc1cc2c(N3CCC(C(=O)O)CC3)nc(C)nc2s1	66
FC(F)(F)c1cccc(CSc2nnc(-c3ccco3)o2)c1	70
CC(=O)C(C)(C)OC(=O)NCCc1ccccn1	50
O=C(Nc1nnc(-c2ccc(Br)cc2)s1)c1ccc(C(=O)c2ccccc2)cc1	65
CCCSc1nc2c(c(=O)[nH]1)C(c1ccc(C)o1)C1=C(CC(C)(C)CC1=O)N2 (stereo not drawn)	59&61
Cc1ccc(Cc2c(C)[nH]c(=S)[nH]c2=O)cc1	56
O=C1Nc2ccccc2/C1=C/c1sccc1Oc1ccccc1	57
CC1=C(C(=O)Nc2ccccc2)C(c2cccs2)N2C(=O)CSC2=N1 (stereo not drawn)	64
Cc1ccccc1C(=O)Nc1nnc(-c2ccc3c(c2)CCCC3)o1	70
Cn1c(SCC(=O)NCc2ccccc2Cl)nc2cc(-c3ccccc3)sc2c1=O	75
COc1ccc(-n2nnc(C(=O)OCc3nc(-c4ccc(OC)cc4OC)oc3C)c2C)cc1	75

High-throughput results deposited in PubChem by Small Molecule Screening Facility, UW Madison.
